iPSC survival up: enhancers of single-cell hiPSC survival, primary screen, ATPlite luminescence | AID 602274, 2012 | 0.044% of 360,000 active | survival enhancement, % at 20 µM | 100% = ROCK inhibitor wells, 0% = DMSO; in the data active = survival enhancement above about 18%;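 also: cells exposed to compounds for 16 hours before the ATP read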
HIF-2a inh: HIF-2a reporter inhibitors, primary screen, luminescence, 786-0 RCC cells; 786-0 RCC cells HIF-2a reporter, luciferase luminescence, overnight; inhibition, % at 18.8 µM; 0.72% of 360,000 active;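 active = inhibition of the luminescence signal of 40% or more relative to plate controls, in a single-dose primary screen at 18.75 µM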
Shn3 3UTR inh: reduction of Shn3 3'UTR firefly luciferase signal, primary screen, Schnurri-3 inhibitor project, cell-based, Clone20 osteoblasts, set 2; inhibition, % at 12.5 µM; Clone20 osteoblast Shn3 3'UTR firefly luciferase, 24 h; 0.52% of 360,000 active;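 active = mean inhibition of at least 75% with every replicate also reaching 75%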;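 also: 0% = median of neutral control wells and 100% = pilot-screen positive control compound; some compounds past the cut are filed as inactive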
Peg3 prom inh: Peg3 promoter-driven luciferase inhibitors, primary screen, cell-based, HeLa, luciferase luminescence; 1.7% of 360,000 active; HeLa PEG-Prom luciferase reporter, overnight; inhibition, % at 20 µM;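 active = inhibition of at least 50% at 20 µM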
CaV13 ICDI inh: Primary screen for inhibitors of IQ motif and Ca2+-dependent inactivation inhibitor domain binding in CACNA1D, Förster resonance energy transfer in living cells, …; HEK cells, CFP/YFP FRET ICDI-IQ, plate reader, 10 min; percent FRET-ratio fall versus neutral wells; inhibition, % at 12.3 µM; 0.098% of 340,000 active; AID 743397;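 active = mean replicate inhibition of at least 30% and at least 1% of replicates passing that level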;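 also: 0% = median of the neutral control wells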
H9c2 protect: cardioprotection against H2O2-induced cell death, primary screen, uHTS, H9c2 cells, ATPLite luminescence; H9c2 cardiomyocytes, H2O2 injury protection, 2 h; protection from H2O2 cell death, % at 20 µM; 0.63% of 360,000 active;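 active = compounds giving at least 50% protection of heart cells from peroxide-induced death in the single-dose screen, raw or plate-pattern-corrected value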;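 also: 0% = DMSO wells with peroxide and 100% = DMSO wells without peroxide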
TRPM1 prom inh: inhibitors of MITF-dependent TRPM1 promoter reporter, primary screen, cell-based, SK-MEL-5, single point, luciferase | SK-MEL-5 TRPM1 promoter luciferase, 24 h | inhibition, % at 12.5 µM | 0.83% of 330,000 active | AID 488899, 2010;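 active = mean inhibition across replicates of 60% or more, whatever share of single replicates reaches that level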; also: values of inactives mirror those of a sister screen read the other way
NR2E3 ag-1: inhibitors of NR2E3-RetCOR corepressor binding, primary screen, NR2E3 agonist project, biochemical, TR-FRET, GST-NR2E3, biotin-RetCOR | inhibition of corepressor binding, % at 4.78 µM | AID 2300, 2010 | 0.12% of 320,000 active | 1536-well;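 active = percent inhibition above the cutoff of mean plus 3 SD of all tested compounds, set per screening campaign, cut at about 20% in these data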;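 also: 0% = DMSO wells and 100% = biotin wells as full block of FRET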
Target sequence (Q9Y5X4 whole entry, looked up): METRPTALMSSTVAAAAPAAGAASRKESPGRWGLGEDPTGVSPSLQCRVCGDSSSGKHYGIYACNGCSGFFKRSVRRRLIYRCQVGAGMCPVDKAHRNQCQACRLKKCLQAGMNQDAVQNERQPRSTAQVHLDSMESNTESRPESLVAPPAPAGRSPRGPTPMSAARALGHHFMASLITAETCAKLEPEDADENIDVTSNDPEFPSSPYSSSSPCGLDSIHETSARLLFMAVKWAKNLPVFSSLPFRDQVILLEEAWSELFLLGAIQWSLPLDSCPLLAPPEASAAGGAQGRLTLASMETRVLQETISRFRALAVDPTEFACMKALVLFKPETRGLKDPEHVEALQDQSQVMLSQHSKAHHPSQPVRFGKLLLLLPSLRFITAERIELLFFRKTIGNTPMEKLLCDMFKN
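System: GST-tagged NR2E3 plus biotinylated RetCOR corepressor; Buffer or medium: pH 7.5 Tris-based buffer; Probe or stimulus: RetCOR corepressor, biotinylated, 7 nM; Doses: compound at 4.8 µM, single dose; Schedule: 5 h incubation at 4 °C; Technique: time-resolved FRET; Evaluation: percent inhibition of TR-FRET ratio; Replication: one well per compound, singlicate testing.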
HTR2A ag: mouse Htr2a agonists via beta-arrestin recruitment, primary screen, cell-based, luminescence; AID 624169, 2012; 0.66% of 360,000 active; CHO-K1 mHTR2A beta-arrestin complementation; percent of 30 µM serotonin response; 5-hydroxytryptamine receptor 2A (Mus musculus), P35363; activation, % at 7.6 µM;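 active = activation above a run cutoff, the mean activation of all tested compounds plus 3 SD, cut at about 14% in these data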;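 also: 0% = plate median of compound wells and 100% = 30 µM serotonin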
Target sequence (P35363 whole entry, looked up): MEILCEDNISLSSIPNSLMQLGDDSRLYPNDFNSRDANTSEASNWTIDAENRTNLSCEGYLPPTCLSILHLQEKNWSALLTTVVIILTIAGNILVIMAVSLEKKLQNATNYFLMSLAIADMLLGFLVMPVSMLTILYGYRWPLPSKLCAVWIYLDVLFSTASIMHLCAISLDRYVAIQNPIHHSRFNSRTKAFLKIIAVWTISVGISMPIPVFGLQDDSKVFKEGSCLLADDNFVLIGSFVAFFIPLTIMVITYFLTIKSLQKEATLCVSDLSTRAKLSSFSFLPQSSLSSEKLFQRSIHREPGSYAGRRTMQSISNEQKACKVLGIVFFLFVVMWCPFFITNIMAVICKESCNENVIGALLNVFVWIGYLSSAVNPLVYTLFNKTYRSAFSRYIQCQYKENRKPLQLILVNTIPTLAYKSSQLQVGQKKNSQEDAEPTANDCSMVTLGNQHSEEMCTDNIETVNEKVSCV
PDI inh: inhibitors of human PDI, primary screen, biochemical, turbidity, single point, plate reader; 0.052% of 350,000 active; Protein disulfide-isomerase (Homo sapiens), P07237; inhibition, % at 10 µM; PDI insulin aggregation turbidity, A650, 90 min; AID 588391, 2011;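 active = mean inhibition across replicates of 30% or more, whatever share of single replicates reach that level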;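 also: absorbance from insulin aggregation driven by PDI reduction with DTT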
NR2E3 ag-2: NR2E3 agonists in two-hybrid cells, primary screen, cell-based, luminescence, CHO-S, Gal4-NCOR/VP16-NR2E3; Photoreceptor-specific nuclear receptor (Homo sapiens), Q9Y5X4; inhibition of corepressor binding, % at 3.98 µM; 0.35% of 360,000 active; luciferase; AID 602229, 2012;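 active = inhibition above the mean of all tested compounds plus 3 SD, cut at about 70% in these data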;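 also: 0% = DMSO with NR2E3 transfected cells and 100% = cells lacking NR2E3 construct; higher means lower luciferase signal from less NR2E3 corepressor binding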
Numbers without * were called inactive; nt = no result given.

structure	iPSC survival up	HIF-2a inh	Shn3 3UTR inh	Peg3 prom inh	CaV13 ICDI inh	H9c2 protect	TRPM1 prom inh	NR2E3 ag-1	HTR2A ag	PDI inh	NR2E3 ag-2
O=C(Nc1ccc(C(=O)N2CCOCC2)cc1)c1cccc([N+](=O)[O-])c1	-1.9	9	-2	19	-5	0	-4	1	0	4	8
O=C(NCc1ccccc1CN1CCCC1)C1CCN(S(=O)(=O)c2ccc(Cl)cc2)CC1	0.8	-7	3	8	-6	7	-38	4	-13	0	1
Cc1cccc(C)c1NC(=O)C(NC=O)c1ccc(N(C)C)cc1 (stereo not given)	1.3	2	-2	0	nt	-5	9	-3	0	-3	-47
COc1cc(C)c(CN2CCC(Oc3ccc(C(=O)N4CCCC4)cc3)CC2)cc1C	-0.3	11	-2	0	-6	-4	-16	-2	-5	1	-5
Cc1ccc(/C=N\NC(=O)Cn2c(C)nc3ccccc32)o1	-1.9	3	-1	2	-6	0	14	0	4	0	2
COc1ccc(-n2nc(C(=O)NCC(=O)NC3CCCC(C)C3C)c3ccccc3c2=O)c(OC)c1 (stereo not given)	-0.5	4	-10	19	-3	0	35	-1	2	4	-5
O=S1(=O)CCOCCCN1Cc1ccccc1Br	8.1	13	-14	-5	17	1	0	1	-4	3	-2
COc1ccccc1/C=C1\Cc2ccccc2C1=O	0.3	-61	-31	-59	-5	5	-4	nt	0	5	-54
CCCC(=O)NC(c1ccccc1)c1c(O)ccc2ccccc12 (stereo not given)	-0.4	22	0	18	-21	-7	-11	1	-2	4	-4
CC(=O)c1c(N2CCC(C(N)=O)CC2)nc(=S)n(-c2ccccc2)c1C	-1.6	3	-6	8	-8	5	4	3	5	4	14
Cn1nc(C(=O)Nc2ccc3c(c2)OCCO3)cc1C(=O)O	-1.9	31	7	43	nt	-16	-3	0	-2	5	2
COc1ccc(-c2noc3c2-c2nc(-c4ccc(Br)cc4)sc2CC3)cc1	1.5	-4	9	-9	-3	-4	1	6	2	-1	5
CC(C)N1CCN(Cc2cccc(-n3cccn3)c2)CC1CCO (stereo not given)	-0.6	8	1	2	9	6	1	-1	-1	-2	-12
NNc1nc2sc3c(c2c(=O)n1-c1ccccc1)CCCC3	-0.3	-4	-31	-34	0	4	1	1	0	-5	-30
O=C1Cc2cc(S(=O)(=O)N3CCN(c4cccc(Cl)c4)CC3)ccc2N1	-1.2	8	-36	1	-7	8	nt	-2	7	nt	11
CN(CCc1ccccn1)C(=S)NC(=O)c1ccco1	-0.6	5	13	16	-5	1	-12	4	2	1	-17
Cc1ccc(COC(=O)c2ccc3ccccc3n2)cc1	-0.5	-8	-10	-30	-6	0	-11	-1	-2	-4	-8
COc1ccc(S(=O)(=O)c2c(O)c3ccc(C(=O)Nc4cccc(F)c4)cc3[nH]c2=O)cc1	-0.4	4	4	12	-7	1	4	1	6	12	1
O=C(CNC(=O)c1ccccc1)NCCc1ccc(O)c(O)c1	1.0	2	9	13	-7	1	2	1	-5	5	-25
CCOC(=O)NC(Nc1nc2ccccc2s1)(C(=O)OCC)C(F)(F)F (stereo not given)	2.5	0	3	0	-9	-1	1	5	-3	-5	17
CCN(CC)S(=O)(=O)c1ccc(C(C)NCC(=O)Nc2ccccc2C(=O)NC2CC2)cc1 (stereo not given)	-0.5	2	-17	3	-6	3	-2	nt	6	-6	12
O=C1C(Cl)=C(Nc2ccc(O)cc2)C(=O)c2ccccc21	0.6	94*	92*	107*	-7	-24	97*	-11	2	-3	-46
Cc1cccc(C)c1OCCOC(=O)c1cccc(S(=O)(=O)N2CCOCC2)c1	4.9	7	27	6	-6	-9	-1	-1	5	-12	-2
Cc1cc(C)cc(OCC(=O)Nc2ccc(N3CCOCC3)cc2N2CCOCC2)c1	0.3	10	9	7	-5	-2	0	3	0	-9	-12
COc1ccc(Br)cc1CN1CCN(Cc2c[nH]c3ccccc23)CC1	-0.7	16	40	52*	-19	0	11	0	-11	1	-47
COc1cccc(NC(=O)Nc2ccc3c(c2)OCO3)c1	-0.3	-233	-70	-307	-5	-11	-64	2	3	-6	-119
CN1C(=O)/C(=C/c2ccc3c(c2)OCO3)N=C1c1ccccc1	-1.1	-4	-33	-17	-5	9	0	0	0	6	11
COc1ccc(CN(Cc2cc3cccc(C)c3n3nnnc23)C(=O)N2CCOCC2)cc1	-0.8	6	12	8	-5	3	1	1	0	-27	4
CC(=O)c1ccc(NS(=O)(=O)c2ccc3c(c2)N(C(C)=O)CCO3)cc1	0.5	14	4	5	-7	-2	6	2	-2	7	-27
Cc1ccc(-c2nnc(SCC(=O)CC(=O)Nc3ccccc3)n2C)cc1	1.6	13	9	4	-5	2	8	3	-1	-1	-8
C=CCNC(=S)NNC(=O)c1ccc(Br)cc1	-1.5	-16	5	-24	-19	-13	-5	0	1	-2	0
CCOC(=O)c1nn(-c2ccccc2)c(=O)c2c(N)scc12	-1.0	12	11	28	-5	22	-1	-2	6	7	2
CC1(c2nc3ccccc3[nH]2)c2ccccc2C(=O)N1Cc1ccccc1 (stereo not given)	0.5	6	nt	nt	-10	nt	nt	nt	1	nt	6
Cc1cc(C(F)F)n2nc(C(=O)Nc3ccc(S(=O)(=O)N4CCCC4)cc3)nc2n1	5.3	1	5	22	nt	14	-6	-1	3	20	17
CCOCc1cc(CN2CCC(n3nccc3NC(=O)C3CC3)CC2)ccc1OC	1.1	13	1	6	-3	-2	10	nt	0	-5	-22
COc1ccc(C2C(C(=O)Nc3cccnc3)=C(C)Nc3nc(-c4cccs4)nn32)cc1OC (stereo not given)	1.0	12	-7	0	2	-4	nt	2	1	nt	1
CCN(CC)C(=O)CSc1nc2c(sc(=S)n2-c2ccccc2)c(=O)[nH]1	2.0	16	0	13	-6	2	9	2	2	4	-17
O=C1[C@@H]2Cc3ccccc3CN2C(=O)N1c1cccc(F)c1	-1.2	-124	-10	-110	-3	0	-32	-3	6	3	-6
C/C(=N\NS(C)(=O)=O)c1ccccc1	-0.6	21	13	6	-4	-1	1	3	6	-1	-24
Cc1ccc(S(=O)(=O)N2CCN(C(=O)c3ccc(N4CCC(C)CC4)c([N+](=O)[O-])c3)CC2)cc1	0.8	2	21	-6	-2	-14	0	nt	-1	-4	7
O=C(NNC(=S)Nc1ccc(F)c(Cl)c1)c1ccccc1Br	3.1	-201	-3	-135	-6	-9	-20	2	-7	6	-90
COc1ccc(OC)c(Nc2nc(NCCO)c3ccccc3n2)c1	0.8	8	-16	14	-3	14	-8	-2	-8	-4	14
O=[N+]([O-])c1ccn(-c2nc(-c3ccccc3)cc(C(F)(F)F)n2)n1	1.1	-5	7	8	-17	1	5	-1	-3	6	-17
COc1ccc(C(=O)NC2CC3CCCC(C2)N3Cc2ccccc2)cc1OC (stereo not given)	-0.5	8	0	-6	-1	8	0	-1	-2	5	-8
Cc1nn(CC(=O)NC(C)CCc2ccccc2)c(=O)c2nn(-c3ccccc3)c(C)c12 (stereo not given)	0.1	11	30	5	-7	-7	14	-1	0	-4	13
Cc1ccc(S(=O)(=O)Cn2nnnc2C(C(C)C)N2CCc3ccccc3C2)cc1 (stereo not given)	-1.1	-32	17	13	nt	14	-9	0	4	-8	2
O=C(CN1C(=O)NC(Cc2ccccc2)C1=O)NC(=O)NC1CCCCC1 (stereo not given)	-2.8	9	25	-6	-5	0	7	2	1	-6	-9
O=C1NC(=O)C(CC(=O)N(Cc2cccs2)C2(C(=O)NC3CCCCC3)CCCCC2)N1 (stereo not given)	-2.2	10	-12	12	-3	-5	-6	-1	3	6	5
COc1cccc(NC(=O)[C@@H](NC(=O)N2CCn3c2nc2ccccc23)C(C)C)c1	0.7	7	9	9	-2	-6	8	-5	-6	1	-22
CCOC(=O)C1=C(C)Nc2nc3ccccc3n2C1c1ccncc1 (stereo not given)	-0.7	14	10	13	-4	7	0	1	0	-2	-5

Next records:
structure	iPSC survival up	HIF-2a inh	Shn3 3UTR inh	Peg3 prom inh	CaV13 ICDI inh	H9c2 protect	TRPM1 prom inh	NR2E3 ag-1	HTR2A ag	PDI inh	NR2E3 ag-2
CC(=O)Nc1ccc(C(=O)CN2C(=O)NC3(CCOc4ccccc43)C2=O)c(F)c1 (stereo not given)	0.4	13	6	3	-2	4	4	4	3	3	13
O=C(O)c1cc(N/N=C/c2c[nH]c3ccccc23)ccc1Cl	-0.4	-111	-53	-113	-7	-2	-5	2	-1	5	-93
COCc1nnc(NC(=O)c2ccc(S(=O)(=O)N3CCCCCC3)cc2)o1	1.7	5	2	-6	-4	9	11	-4	5	2	-1
O=C(/C=C/c1ccc(Cl)cc1)NC(=S)Nc1ccc(NC(=O)c2ccco2)cc1	-1.5	6	60	26	-6	-7	16	2	0	-2	-10
Cn1cc(S(=O)(=O)Oc2ccccc2)c(=O)n(C)c1=O	-0.4	17	1	-11	-7	6	0	4	5	-12	3
Cc1ccc(Cl)cc1N1CCN(C(c2cccnc2)c2nnnn2C2CCCCC2)CC1 (stereo not given)	-0.1	22	3	21	nt	1	5	1	2	-3	-5
O=C(/C=C/c1ccccc1)N1CCC[C@H]1CO	-0.4	-1	-72	-9	-3	-1	4	-1	1	-2	6
Cc1ccc(F)c(S(=O)(=O)NC(=O)C2(C)CCN2C(=O)Cc2cccs2)c1 (stereo not given)	-1.1	14	-10	2	-17	4	nt	nt	3	-5	-35
O=C(NCc1ccc2c(c1)OCO2)c1cccc(N2CCCC2=O)c1	0.1	14	7	14	-4	0	9	7	-3	-9	-3
COC(=O)CCC(=O)N(CCN(Cc1ccccc1)C(=O)CCC(=O)OC)Cc1ccccc1	-0.5	17	4	2	-5	8	-8	5	1	5	0

2 of these compounds, reformatted:
Cc1ccc(F)c(S(=O)(=O)NC(=O)C2(C)CCN2C(=O)Cc2cccs2)c1 (stereo not given)
  iPSC survival up: -1.1
  HIF-2a inh: 14
  Shn3 3UTR inh: -10
  Peg3 prom inh: 2
  CaV13 ICDI inh: -17
  H9c2 protect: 4
  TRPM1 prom inh: nt
  NR2E3 ag-1: nt
  HTR2A ag: 3
  PDI inh: -5
  NR2E3 ag-2: -35

O=C(/C=C/c1ccccc1)N1CCC[C@H]1CO
  iPSC survival up: -0.4
  HIF-2a inh: -1
  Shn3 3UTR inh: -72
  Peg3 prom inh: -9
  CaV13 ICDI inh: -3
  H9c2 protect: -1
  TRPM1 prom inh: 4
  NR2E3 ag-1: -1
  HTR2A ag: 1
  PDI inh: -2
  NR2E3 ag-2: 6

Screening results (PubChem BioAssay)
